Screening data: PubChem BioAssay, several laboratories
TbMetRS inhib: T. brucei MetRS inhibitors, primary screen, biochemical, luminescence. purified T. brucei MetRS, ATP depletion, Kinase-Glo luminescence. inhibition, % at 11.9 µM. actives 0.4% (n = 360,000);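 active = inhibition above a per-plate cutoff of the control wells' mean inhibition plus 3 SD, cut at about 5.5% in these data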;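 note: 0% = DMSO wells median and 100% = median of wells with control inhibitor compound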
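Dosing: 11.9 µM compound single dose, 0.9% DMSO; Assay system: purified T. brucei MetRS enzyme; Measured by: Kinase-Glo luciferase luminescence reporting remaining unconsumed ATP; Schedule: 15 min plus 2 h at 25 °C.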
CSN inh: inhibitors of CSN-mediated cullin deneddylation, primary screen, biochemical, fluorescence polarization, uHTS; AID 651999, 2013; inhibition, % at 12.5 µM; actives 0.38% (n = 360,000); COP9 signalosome complex subunit 5 (Homo sapiens), Q92905; Purified CSN, SCF-Nedd8-OG deneddylation;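 active = pattern-corrected inhibition above about 35%, with an unprinted fluorescence ratio check between 0.5 and 1.5, limit read from the data, passing the limit was not always enough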;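 note: 0% = enzyme with substrate and 100% = substrate without enzyme; some results filed as inactive read as strong as hits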
Target sequence (Q92905 whole entry, looked up, one chain of several): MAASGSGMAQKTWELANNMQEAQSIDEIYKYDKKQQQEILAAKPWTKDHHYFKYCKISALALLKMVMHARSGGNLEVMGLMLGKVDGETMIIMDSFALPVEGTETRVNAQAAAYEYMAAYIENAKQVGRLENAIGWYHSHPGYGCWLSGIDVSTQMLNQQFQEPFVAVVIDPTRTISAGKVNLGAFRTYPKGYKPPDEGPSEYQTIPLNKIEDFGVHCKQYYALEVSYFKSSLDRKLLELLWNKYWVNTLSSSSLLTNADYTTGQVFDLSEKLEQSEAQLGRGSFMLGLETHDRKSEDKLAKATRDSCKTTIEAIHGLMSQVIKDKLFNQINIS
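Material: purified human Csn5 enzyme expressed in HEK293T cells / Medium: Tris buffer pH 7.5, NaCl, DTT, Tween-20, trehalose, ovalbumin / Compound dosing: 12.5 µM single point / Schedule: 90 min incubation of compound, enzyme and substrate at room temperature / Signal: fluorescence polarization of the substrate / Control set: no-enzyme wells high, enzyme-with-substrate wells low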
LMPTP inh: LMPTP phosphatase inhibitors, primary screen, biochemical, fluorescence intensity, uHTS; Low molecular weight phosphotyrosine protein phosphatase (Homo sapiens), P24666; recombinant LMPTP-A, OMFP fluorogenic substrate; inhibition, % at 20 µM; actives 0.22% (n = 360,000);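 active = compounds that cut the enzyme signal by at least half of the control window in the single-dose screen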;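 note: plate controls were DMSO wells with enzyme plus substrate for no effect and substrate without enzyme for full effect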
Target sequence (P24666 whole entry, looked up): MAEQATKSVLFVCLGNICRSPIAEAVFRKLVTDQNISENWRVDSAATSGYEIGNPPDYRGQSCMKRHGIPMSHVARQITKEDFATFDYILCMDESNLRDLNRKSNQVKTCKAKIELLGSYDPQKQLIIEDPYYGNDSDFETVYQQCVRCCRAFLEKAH
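Assay system: LMPTP-A enzyme. Input: 0.625 nM LMPTP-A final. Probe or stimulus: 400 µM OMFP. Compound dosing: single 20 µM dose. Schedule: 50 min dark incubation at room temperature. Detection: fluorescence intensity of OMFP turnover product. Read-out: percent inhibition versus substrate-only and uninhibited controls. Benchmarks: no-enzyme low control, uninhibited high control.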
Rpn11 inh: Rpn11 (PSMD14) deubiquitinase inhibitors, primary screen, biochemical, fluorescence polarization, uHTS | 26S proteasome non-ATPase regulatory subunit 14 (Homo sapiens), O00487 | human 26S proteasome, Ub4-pepOG fluorescence polarization; 20S core pre-blocked with epoxomicin | calls only at 20 µM | actives 0.59% (n = 360,000) | AID 588493, 2011;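 active = inhibition at 20 µM, scaled to each plate's controls, above about 33%, limit read from the data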
Scp1 inh: Scp-1 phosphatase inhibitors, primary screen, biochemical, colorimetric, uHTS; Carboxy-terminal domain RNA polymerase II polypeptide A small phosphatase 1 (Homo …; Recombinant Scp1, phosphopeptide, malachite green phosphate absorbance; inhibition, % at 20 µM; actives 0.88% (n = 340,000);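 active = inhibition above about 50% at 20 µM, limit read from the data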;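 note: plate controls were DMSO wells with enzyme for no effect and wells lacking enzyme for full effect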
Target sequence (Q9GZU7 76-261 limits assumed): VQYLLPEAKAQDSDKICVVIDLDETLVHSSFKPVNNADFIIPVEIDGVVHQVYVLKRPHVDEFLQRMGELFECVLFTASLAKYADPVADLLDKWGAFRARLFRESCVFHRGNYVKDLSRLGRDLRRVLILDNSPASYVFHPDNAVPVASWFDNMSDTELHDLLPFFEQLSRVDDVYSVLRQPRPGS
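Test system: SCP-1 phosphatase catalytic domain, residues 76-261; measured by: colorimetric phosphate reagent with accelerator and stabiliser, absorbance at 630 nm; timing: enzyme reaction 45 min at room temperature, colour 5 min, stabilisation 30 min; also added: Phosphorylated 17-residue peptide substrate; compound dosing: one concentration, 20 µM, with 1.0% DMSO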
STEP block: STEP phosphatase inhibitors, primary screen, biochemical, fluorescence intensity, uHTS; recombinant STEP, OMFP fluorogenic substrate; inhibition, % at 20 µM; actives 0.25% (n = 360,000); AID 588621, 2011;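 active = inhibition at 20 µM, scaled per plate between control wells, above about 37%, limit read from the data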;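 note: 0% = DMSO with enzyme and substrate and 100% = substrate only without enzyme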
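material = STEP tyrosine phosphatase | reagent = fluorogenic phosphatase substrate OMFP at 25 µM final | doses = single compound dose of 20 µM, 1% DMSO final | schedule = 20 min reaction, room temperature, in the dark | measured by = fluorescence, 480/540 nm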
MLLE-PAM2 inh: inhibitors of PABP1 MLLE–PAM2 peptide binding, primary screen, biochemical, fluorescence polarization, FITC-PAM2, GST-MLLE; actives 0.36% (n = 360,000); inhibition, % at 20 µM; Polyadenylate-binding protein 1 (Homo sapiens), P11940; in the data active = inhibition above about 35%, passing the limit was not always enough;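 note: plate controls were DMSO wells with GST-MLLE for no effect and wells lacking GST-MLLE protein for full effect; some results filed as inactive read as strong as hits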
SUMO1-SIM PPI: modulators of SUMO1 protein-protein interactions, primary screen, biochemical, uHTS; actives 0.33% (n = 360,000); SUMO1 binding to a labelled peptide, TR-FRET, 1 h; inhibition, % at 20 µM; AID 602429, 2012; in the data active = inhibition above about 37%
Target sequence (P63165 whole entry, looked up): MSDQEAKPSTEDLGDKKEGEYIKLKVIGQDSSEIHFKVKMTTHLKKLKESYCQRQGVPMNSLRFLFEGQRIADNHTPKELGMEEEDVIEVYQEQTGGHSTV
DNMT1 inh: human DNMT1 methyltransferase inhibitors, primary screen, biochemical, molecular beacon, fluorescence, HinP1I cleavage, uHTS | actives 0.83% (n = 360,000) | DNA (cytosine-5)-methyltransferase 1 (Homo sapiens), P26358 | inhibition (reported as % activation of signal), % at 10 µM | AID 588458, 2011; in the data active = inhibition above about 50%
NadD inh: inhibitors of S. aureus NadD, primary screen, biochemical, colorimetric, uHTS | purified NadD enzyme, colorimetric absorbance read-out | actives 0.78% (n = 360,000) | inhibition, % at 20 µM; in the data active = inhibition above about 26%; note: some compounds past the cut are filed as inactive
Active calls of the source: *; i = inactive; x = no result given; + = active, no number.

structure	TbMetRS inhib	CSN inh	LMPTP inh	Rpn11 inh	Scp1 inh	STEP block	MLLE-PAM2 inh	SUMO1-SIM PPI	DNMT1 inh	NadD inh
COc1cc(NC(=S)NCCCN2CCOCC2)c(OC)cc1NC(=O)c1ccco1	-0.2	-3	-3.3	i	-6	0	10	9	0	1
O=C(NC(NC(=S)Nc1cccc(C(=O)O)c1)C(Cl)(Cl)Cl)OCc1ccccc1 (stereo not drawn)	-0.7	-1	0.4	i	-2	-1	3	2	5	2
CCc1ccc(C(=O)NNC(=O)c2cccc(S(=O)(=O)N3CCN(C)CC3)c2)cc1	-0.3	0	-2.1	i	-7	0	7	0	2	-7
Cc1ccc(-n2ncc3c2CC(C)(C)CC3NC(=O)Cc2c(C)noc2C)cc1 (stereo not drawn)	-0.6	0	-0.1	i	-7	0	-9	1	2	-2
Cc1cc(NC(=O)CSc2nnc(-c3ccncc3)n2N)ccc1Br	-0.2	-2	-0.2	i	3	17	-96	-2	-7	14
Cn1cc(C=O)c(-c2ccc3c(c2)OCCCO3)n1	-0.6	1	-0.4	i	-3	-1	4	2	-4	4
CC(C)OC(=O)CC1C(=O)NCCN1C(=S)NC(=O)c1ccccc1Cl (stereo not drawn)	-0.6	4	-2.7	i	-4	0	-13	2	5	-1
O=C(Nc1ccc(N2CCN(C(=O)c3ccc(Cl)cc3)CC2)cc1)c1ccc(Br)o1	-0.8	1	0.7	i	6	4	7	-3	1	5
CCn1c(SC)nnc1-c1nn(-c2ccccc2)ccc1=O	-1.4	6	-0.9	i	27	-4	-109	-3	0	19
S=C(S)N1CCCC1	-1.9	3	2.8	i	-12	-2	18	2	1	1
CC1CCN(C(=O)c2ccc(S(=O)(=O)Cc3cccc(F)c3)c([N+](=O)[O-])c2)CC1	-0.7	3	-0.4	i	-9	3	-11	-19	2	-2
COc1cccc(NC(=O)CSc2nncn2N)c1	-1.1	2	-1.3	i	-1	3	-6	-3	-2	5
CCCCCc1c(-c2ccc(OC)c(OC)c2)ncn1CCc1ccccc1OC	-0.7	2	4.2	x	x	x	x	7	x	-2
CC(NC(=O)c1ccc(S(=O)(=O)N(C)C)cc1)c1ccc(-n2ccnc2)cc1 (stereo not drawn)	-0.9	0	-9.7	i	-8	-3	-7	-17	6	5
CCN(CC)C(=O)[C@H]1CC(CC(=O)NCc2ccc(OC)c(OC)c2)C(=O)N2CCc3c([nH]c4ccccc34)[C@]12C (stereo partly drawn)	-2.0	-2	-2.5	i	0	-1	20	1	6	-5
CC1(C(=O)NCc2ccc(F)cc2)Oc2ccccc2NC1=O (stereo not drawn)	-1.2	-6	-0.5	i	-1	-1	-2	2	1	-3
COc1ccc([N+](=O)[O-])cc1NC(=O)CCN1CCN(c2ccccc2OC)CC1	-0.3	-7	0.9	i	-10	0	20	-12	2	-4
O=C(N/N=C\c1ccc([N+](=O)[O-])s1)C1COc2ccccc2O1 (stereo not drawn)	-0.3	6	-0.2	i	-5	5	-2	-36	-7	1
CN1CCN(C(=O)c2cc3nc(-c4ccc(Cl)cc4)cc(C(F)(F)F)n3n2)CC1	-0.4	-5	-0.1	i	-11	-3	3	-17	6	-4
O=[N+]([O-])c1cnc(Nc2ccccc2)nc1Nc1ccccc1	-0.4	0	-2.0	i	6	1	0	-3	6	5

structure	TbMetRS inhib	CSN inh	LMPTP inh	Rpn11 inh	Scp1 inh	STEP block	MLLE-PAM2 inh	SUMO1-SIM PPI	DNMT1 inh	NadD inh
COc1cc(-c2cc(C(=O)Nc3ccncc3)c3ccccc3n2)cc(OC)c1OC	-0.3	-6	1.9	i	-10	3	-6	-16	-9	5
Cc1cc(Cl)ccc1OCC(=O)Nc1ccccc1N1CCOCC1	0.1	-1	1.2	i	-12	1	-12	-3	-5	4
O=C(Cc1ccccc1)NNC(=O)c1cccs1	0.3	4	0.1	i	-1	1	1	-2	0	-9
Cc1ccc(CNC(=O)COC(=O)c2cc(=O)[nH]c3ccccc23)cc1	-0.3	1	0.8	i	-4	-2	-3	-14	7	-2
COc1ccccc1NC(=O)Nc1ccccc1Br	0.0	3	0.5	i	-7	0	-2	2	0	-5
CCC(OC(=O)CNS(=O)(=O)c1ccccc1)C(=O)c1ccccc1 (stereo not drawn)	-0.7	-3	0.7	i	4	-3	-1	-1	2	3
CC(C)(C)c1ccc(-c2nnc(SCC(=O)NC3CC3)o2)cc1	-0.2	-2	0.0	i	-5	-2	-108	1	4	1
CC(=O)Nc1cc(-c2cccc(F)c2)cn2c(-c3ccc(F)c(Cl)c3)cnc12	0.4	1	3.1	i	x	1	-11	2	3	3
O=C(Nc1cc(F)ccc1F)c1ccc(-n2cncn2)c([N+](=O)[O-])c1	36*	3	-0.2	i	5	-2	-37	-31	-2	2
O=C(NC1CCCCC1)c1ccccc1NC(=O)C1CC(=O)N(c2ccc(Cl)cc2)C1 (stereo not drawn)	-0.2	2	-0.2	i	-10	-6	0	0	0	-1
c1ccc(-c2noc(CC3CCCCC3)n2)nc1	0.1	4	-0.8	i	-17	-4	-4	0	-2	-8
COc1cc(NC(=O)C2CCCN2C(=O)C2CCC(C)CC2)cc(OC)c1OC (stereo not drawn)	-2.0	-5	0.4	i	-7	-2	5	-2	-1	2
CCOC(=O)c1cnc2ccc(OC)cc2c1Nc1ccc(N2CCN(C)CC2)cc1	-1.1	3	11	i	6	-1	5	-26	-3	-6
COc1ccc(S(=O)(=O)Nc2ccccc2C(=O)NCc2ccco2)cc1Br	-1.3	2	1.7	i	-11	0	-6	30	-18	15
O=C(COc1ccccc1Cl)NCC(c1cccs1)N1CCOCC1 (stereo not drawn)	-0.5	-4	-0.1	i	-7	-1	8	-1	0	-3
COc1ccc(Cn2c(CCC(=O)N3CCN(c4ccccn4)CC3)nc3ncccc3c2=O)cc1	-0.4	2	-0.3	i	4	-3	-3	2	-2	-1
S=C(NCc1ccncc1)NC1CCCC1	-0.3	-8	0.7	i	-1	1	-50	2	-1	-3
O=c1[nH]c2ccccc2c(=O)n1Cc1ccco1	-0.7	1	-1.2	i	0	1	12	-2	4	-7
CC(C)CNc1cc(=O)n(C)c(=O)n1C	0.2	2	-1.3	i	6	2	7	2	1	-2
COc1cc(C(=O)Nc2cccc(-c3nc4ccccc4o3)c2C)cc(OC)c1OC	-0.6	5	-0.8	i	-4	-2	5	2	-3	1

structure	TbMetRS inhib	CSN inh	LMPTP inh	Rpn11 inh	Scp1 inh	STEP block	MLLE-PAM2 inh	SUMO1-SIM PPI	DNMT1 inh	NadD inh
NC(c1ccc(F)c(F)c1)c1nc(-c2cc(F)cc(F)c2)cs1 (stereo not drawn)	-0.3	-2	-1.8	i	x	-3	13	1	3	-2
Cc1nc2cc(-c3cccc(F)c3)nn2c(C)c1CCC(=O)NC(C)c1ccc2c(c1)OCCO2 (stereo not drawn)	-0.8	6	0.3	i	-3	2	-16	6	-4	8
COc1ccc(-c2ccc3c(c2)C2CC3CCN2C(=O)OCc2ccccc2)cc1 (stereo not drawn)	-0.2	-4	3.3	i	-8	1	6	5	1	0
COc1ccc([N+](=O)[O-])c2c(=O)ccoc12	0.0	3	-0.6	i	-6	-2	3	-19	0	-2
CCCCNC(=O)OCC(CC)NC(=O)OC(C)C (stereo not drawn)	-0.9	-4	-1.7	i	-2	-4	4	2	2	2
Nc1cc(=O)[nH]c(SCC(=O)N2N=C(c3ccc(Cl)cc3)CC2c2ccco2)n1 (stereo not drawn)	-0.2	8	2.3	+	3	2	-27	0	10	28

Shown with values under each structure: entries from further up
Values run as follows: TbMetRS inhib | CSN inh | LMPTP inh | Rpn11 inh | Scp1 inh | STEP block | MLLE-PAM2 inh | SUMO1-SIM PPI | DNMT1 inh | NadD inh
- Cc1nc2cc(-c3cccc(F)c3)nn2c(C)c1CCC(=O)NC(C)c1ccc2c(c1)OCCO2 (stereo not drawn)
  -0.8 | 6 | 0.3 | i | -3 | 2 | -16 | 6 | -4 | 8
- COc1ccc(-c2ccc3c(c2)C2CC3CCN2C(=O)OCc2ccccc2)cc1 (stereo not drawn)
  -0.2 | -4 | 3.3 | i | -8 | 1 | 6 | 5 | 1 | 0
- COc1ccc([N+](=O)[O-])c2c(=O)ccoc12
  0.0 | 3 | -0.6 | i | -6 | -2 | 3 | -19 | 0 | -2
- CCCCNC(=O)OCC(CC)NC(=O)OC(C)C (stereo not drawn)
  -0.9 | -4 | -1.7 | i | -2 | -4 | 4 | 2 | 2 | 2
